MmCpn inh: Inhibitors of TCP-1 ring complex (TRiC) of Methanococcus maripaludis (MmCpn): qHTS. purified Mm-Cpn ATPase, ADP Transcreener TR-FRET. Potency, µM (series often up to 76.9 µM), without a hit: at the highest dose activity, negative = inhibition, most hits filed as inhibitors. 0.031% of 330,000 active. AID 504842, 2011; further: potency means the concentration at half of the fitted maximal effect; on the % scale 0 is the no-effect control and ±100 the full control effect; nearly all actives have a fitted effect of over 80% in size
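Measured: ADP formation by purified Mm-CPN. Conditions: 25 nM protein, 10 uM ATP, Tris pH 7.4 with Mg2+, K+ and DTT, 37°C for 30 min. Detection: Transcreener HTRF after 30 min at room temperature.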
CCT chaperon mod: High-Throughput Screening for Modulators of Cytosolic Chaperonin Activity. purified chaperonin ATPase assay, HTRF ADP detection, 30 min. activity change, % (concentration not given with the values), hits read low. 0.3% of 360,000 active. AID 651819, 2012; in the data active means activity change below about -30%; further: on the % scale 0 is the no-effect control and ±100 the full control effect
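Nucleotide hydrolysis assay: TRiC at 20–40 nM final (set by batch activity) with 10 uM ATP, 30 min at 37 °C, in presence of 76 uM compound. Detection by competitive ADP HTRF, 30 min ambient.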
Nrf2 inh: Nrf2 qHTS screen for inhibitors | AID 504444, 2011 | Potency, µM (series often up to 46 µM), without a hit: at the highest dose activity change, negative = inhibition, most hits filed as inhibitors | A549 ARE-Fluc reporter, luciferase luminescence, 18-24 h | 2.1% of 360,000 active; further: potency means the concentration at half of the fitted maximal effect; on the % scale 0 is the no-effect control and ±100 the full control effect; nearly all actives have a fitted effect of over 60% in size
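Reporter: ARE-Fluc in A549. Exposure: 18-24 h, 37 °C, 5% CO2, 5% FBS OPTI-MEM. Readouts: fluorescent cytotoxicity (CellTiter-Fluor), then luminescent Nrf2 signal after BugLite.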
Nrf2 activator: qHTS of Nrf2 Activators | AREc32 ARE-luciferase reporter (MCF7-derived line), luminescence, 24 h | Potency, µM (top dose mostly 46.1 µM), for the others: at the top dose activation, usual class: activators | 0.31% of 410,000 active; further: potency means the concentration at half of the fitted maximal effect; % of control where 0% means no effect; nearly all actives have a fitted effect of over 65% in size
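Quantitative high-throughput format: AREc32 reporter cells, 1000 per well, received compound by pin transfer and were incubated 24 hr at 37 deg C, 5% CO2, before Steady-Glo luminescence detection.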
HepG2 tox: qHTS for Inhibitors of TGF-b: Cytotox Counterscreen | HepG2 CAGA-GFP viability, ATP luminescence, 18 h | AID 588856, 2011 | 0.76% of 410,000 active | Potency, µM (titrated, usually from 46.1 µM), without a hit: at the highest dose activity change, negative = cytotoxicity, hits mostly cytotoxic; further: potency means the concentration at half of the fitted maximal effect; some results filed as inactive show a strong effect at the top dose
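HepG2 CAGA-GFP cells (1000/well, DMEM with 1% FBS) received compound, then TGF-beta at 500 pg/mL final, and were incubated 18 hours at 37 degrees C. Viability was read by CellTiter-Glo luminescence. Media-only wells were set as complete cell-killing and DMSO as no toxicity.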
A549 tox: Nrf2 qHTS screen for inhibitors: counterscreen for cytotoxicity; A549 ARE-Fluc cells, CellTiter-Fluor viability, 18-24 h; Potency, µM (top dose mostly 46 µM), for inactives: at the highest dose activity change, negative = cytotoxicity, most hits filed as inhibitors; 0.16% of 390,000 active; AID 504648, 2011; further: potency means the concentration at half of the fitted maximal effect; on the % scale 0 is the no-effect control and ±100 the full control effect
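A549 ARE-Fluc cells in 5% FBS OPTI-MEM, 5000 cells/well, rested 2 h then exposed to compounds in concentration-response for 18-24 h at 37 °C. Viability by CellTiter-Fluor fluorescence (Ex 405/Em 525) after 30 min; luciferase luminescence (BugLite, 15 min, RT) read afterwards.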
Akt phos inh: HTS Assay for Inhibitors of Akt Phophorylation: Primary Screen; Neuro2A IGF-stimulated pAkt S473 HTRF, 20 min; active compounds read low; activity change, % for hits at 50 µM; 0.32% of 360,000 active; AID 651550, 2012; in the data active means activity change below about -80%; inconclusive means mostly about -51% to -80%; further: on the % scale 0 is the no-effect control and ±100 the full control effect
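Neuro2A cells in DMEM with 0.5% FBS, overnight at 37 deg C, given compound at single 50 µM final, then IGF (6 nM final) for 20 min at 37 deg C. Lysed; phospho-Akt Ser473 by HTRF after 24 h, 665/615 ratio.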
TGFb inhibitor: qHTS for Inhibitors of TGF-b. 1.2% of 410,000 active. Potency, µM (titrated, usually from 46.1 µM), inactives show at the top dose activity, negative = inhibition, usual class: inhibitors. HepG2 CAGA-GFP TGF-b/SMAD3 reporter, GFP fluorescence, 18 h; TGF-beta stimulated, 500 pg/mL final; further: potency means the concentration at half of the fitted maximal effect; on the % scale 0 is the no-effect control and ±100 the full control effect; nearly all actives have a fitted effect of over 65% in size
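First, reporter cells (HEPG2 CAGA-GFP) rested 2 h at 37 degrees C. Next, compounds were pinned in and TGF-beta added to 500 pg/mL final. After 18 h, GFP was imaged per cell and summed per well.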
ATXN viability: Viability Counterscreen for Primary qHTS for Inhibitors of ATXN expression; Potency, µM (titrated, usually from 56.7 µM), usual class: cytotoxic; 0.49% of 400,000 active; S2 cells (HEK-293 line with an ATXN2-luciferase reporter) viability, CellTiter-Fluor protease fluorescence, 24 h; further: potency means the concentration at half of the fitted maximal effect; nearly all actives have a fitted effect of over 40% in size
The depositor's hits bear a star; i = inactive; ? = inconclusive; / = no result given; & = joins results of further samples; [ ] = dose if it differs, or a comment. Unless noted, the call rests on the fitted dose curve; in most records, active means well fitted curve in the direction sought with a large enough effect; inconclusive means small, poorly fitted or top-dose-only effect, or another doubt; inactive means no such curve, though single readings can be large; an effect the other way counts as inactive or inconclusive.

SMILES	MmCpn inh	CCT chaperon mod	Nrf2 inh	Nrf2 activator	HepG2 tox	A549 tox	Akt phos inh	TGFb inhibitor	ATXN viability
COc1cccc2cc(C(=O)NCc3ccc(F)cc3)c(=N)oc12	1.3%	0.7	-12.4%	-1.1%	-0.6%	-2.7%	i	-3.4%	i
COc1ccc(-c2nc(CCNC(=O)c3cc(OC)c(OC)c(OC)c3)cs2)cc1	/	/	/	6.3%	-2.8%	-13.1%	/	?	/
CC1=C(C(=O)OCc2ccccc2)N2C(=O)[C@@H](NC(=O)COc3ccccc3)[C@H]2SC1	-6.4%	-1.6	-2.5%	-0.3%	-56.7%&26.1%	7.0%	i	?	i
O=C(COC(=O)CC1CC2CCC1C2)NCc1ccc(F)cc1 (stereo not drawn)	1.1%	-2.8	1.5%	-0.1%	9.8%	-8.3%	i	-8.8%	i
COc1cc(C[C@H](C)[C@H](C)Cc2ccc3c(c2)OCO3)ccc1O	0.0%	-1.0	14.2%	-0.3%	-72.1%	12.3%	i	?	?
Cc1ccnc(NC(=O)CCCOc2ccccc2)c1	0.9%	1.7	5.7%	-0.3%	1.8%	0.4%	i	3.1%	i
CCOC(=O)N1CCC(N2CCN(Cc3ccc(C)o3)C(CCO)C2)CC1 (stereo not drawn)	0.9%	-2.7	2.6%	-0.1%	39.6%	-6.0%	i	0.0%	?
CCCCCCN1C[C@@H](n2cc(COC(=O)c3ccccc3)nn2)[C@H](O)C[C@@H]1c1ccc(OC)cc1	/	-2.9	/	10.9%	-89.1%	/	i	?	?
CCOc1ccc(NC(=O)CSc2nc3cccnc3n2CCOC)cc1	1.4%	4.3	0.1%	1.8%	6.6%	-0.6%	i	0.9%	i
Cc1ccc(Cl)cc1N(C)C(=O)c1cnc(N2CCOCC2)c2ccccc12	/	/	/	-0.4%	10.8%	-1.0%	/	-32.1%	/
CN1CC(=O)NC1=NC(=O)C12CC3CC(CC(C3)C1)C2	-2.3%	-3.9	?	2.3%	-2.6%	-11.0%	/	-3.7%	i
CCOC(=O)Cc1csc(NC(=O)NC2(C(F)(F)F)Oc3ccccc3O2)n1	0.2%	-1.7	25.5%	?	-29.4%	/	i	-29.8%	i
O=C(COC(=O)COc1cccc(F)c1)NCC1CCCCC1	-0.9%	3.0	18.1%	0.4%	-2.8%	14.1%	i	-9.3%	i
CC(=O)N1CCCc2cc(S(=O)(=O)N(C)CC(=O)Nc3cccc(Cl)c3C)ccc21	/	/	/	-0.4%	-19.0%	-1.1%	/	-6.2%	?
CC1(C)N([O-])C2=C(c3ccccc3C2=O)[N+](=O)C1(C)C	-1.1%	-0.1	?	-0.2%	-1.4%	-19.1%	i	-12.3%	i
Cc1ccc(NC(=O)C/C(N)=N/OC(=O)Nc2cccc(Cl)c2)cc1	?	-2.6	11.6%	0.1%	-19.4%	1.9%	i	-4.5%	i
CN(Cc1cnccn1)C(=O)CC1C(=O)NCCN1CC(c1ccccc1)c1ccccc1 (stereo not drawn)	0.2%	2.4	-4.4%	2.5%	-18.6%	1.1%	i	13.1%	i
Cc1ccc(C(=O)OCCc2sc[n+](Cc3ccccc3)c2C)cc1	-1.2%	1.6	27.0%	-0.6%	18.6%	-2.6%	i	11.1%	i
Cc1onc(-c2ccccc2Cl)c1C(=O)OCC(=O)c1ccccc1	-1.9%	0.5	-9.9%	0.9%	-5.8%	1.0%	i	-21.6%	i
C#CCNC(=O)C1=C[C@H](C2CCCCC2)C[C@H](OCCCCO)O1	/	-0.1	19.5%	1.6%	-0.9%	3.7%	i	-12.2%	i
CCOC(=O)c1ccc(NC(=O)NCCOCCn2c(=O)oc3ccccc32)cc1	/	/	?	6.3%	-11.2%	0.3%	/	?	i
COC(=O)c1ccc(Cl)c(NC(=O)CN2CCOCC2)c1	-0.1%	-0.4	?	3.3%	-49.1%	2.7%	i	-2.4%	i
O=C(NC1(C(F)(F)F)N=C2SCCN2C1=O)c1cccnc1 (stereo not drawn)	-0.6%	-1.5	10.4%	0.1%	2.9%	-0.8%	i	-0.7%	i
O=C(CSc1nnc(CNC(=O)c2cccs2)o1)c1ccc(Cl)cc1	1.1%	1.7	2.5%	5.2%	4.0%	6.8%	i	3.8%	i
CCOc1cc(/C=N\NC(=O)c2ccc(NC(=O)CC)cc2)ccc1OC(=O)c1ccccc1	-0.2%	0.4	-19.2%	-0.2%	-2.1%	-27.4%	i	0.0%	?
Cc1cc2nc(NC(=O)C3(C)CCCN(C(C)C)C3)[nH]c2cc1C (stereo not drawn)	/	0.7	/	0.1%[9.22 µM]	-19.6%	/	i	1.6%	i
COc1ccc(C2Nc3ccccc3NC3=C2C(=O)CC(C)(C)C3)cc1O (stereo not drawn)	-1.1%	3.0	-27.7%	?	-6.3%	-2.3%	i	8.4%	i
C/C=C(\C)C(=O)NNC(=O)c1sc(-c2ccccc2)nc1C	1.3%	-0.3	-9.4%	-0.4%	-52.6%	1.4%	i	-19.1%	i
CN1CCc2nc3sc(C(=O)Nc4ccccc4C(F)(F)F)c(N)c3cc2C1	/	/	-15.0%	0.1%	-33.3%	-6.7%	/	?	/
CC1(C)OC1(C#N)c1ccccc1 (stereo not drawn)	/	-3.7	-3.4%	-0.1%	0.4%	-4.2%	i	-2.0%	i
O=c1[nH]c2ccc(S(=O)(=O)N3CCCCC3)cc2s1	-1.4%	1.2	?	0.4%	-15.8%	-2.3%	i	-1.8%	?
NS(=O)(=O)c1ccc(CCNC(=O)C(=O)NCC2OCCN2S(=O)(=O)c2ccc(F)cc2)cc1 (stereo not drawn)	0.1%	-1.0	-2.8%	-0.8%	-0.1%	-6.2%	i	18.3%	i
CC(Sc1nnc(-c2ccco2)n1N)C(=O)NCC1CCCO1 (stereo not drawn)	0.4%	1.2	-10.2%	-0.3%	2.1%	3.0%	i	13.8%	i
CN(C)c1ccc(CNC(=O)C2CCN(S(=O)(=O)c3ccc4c(c3)CCCC(=O)N4)CC2)cc1	3.3%	-1.1	0.6%	-0.3%	-5.7%	2.3%	i	6.7%	i
CCCCCOC(=O)CSc1nc2c(c(=O)[nH]c(=O)n2C)n1Cc1ccc(Cl)cc1	-2.3%	-1.0	0.0%	0.0%	5.6%	0.0%	i	2.0%	i
CC(C)(C)c1ccc(S(=O)(=O)NCc2ccc(C(=O)N3CCCC3)cc2)cc1	0.0%	-2.1	-38.3%	-0.1%	-16.7%	-14.1%	i	-5.1%	i
O=C(CSc1nc2c(c(C(F)(F)F)n1)CCc1ccccc1-2)NCc1ccc(F)cc1	?	2.5	3.4%	-0.5%	3.6%	0.6%	?	0.9%	?
Cc1ccc(S(=O)(=O)N2CCC(C(=O)Nc3nnc(COc4ccccc4)s3)CC2)cc1	-5.2%	-1.3	11.9%	0.1%	-8.4%	10.0%	i	?	i
COc1ccc(NC(=O)C2CCCN(S(=O)(=O)c3ccc(Cl)cc3)C2)cc1OC (stereo not drawn)	-7.3%	0.8	-11.3%	0.8%	-19.6%	0.7%	i	-21.4%	i
O=C(Cn1c(SCc2ccccc2F)nc2ccncc21)Nc1ccccc1C(F)(F)F	/	/	?	0.6%	-14.5%	-0.2%	/	?	i

3 entries drawn at random from those above, as already listed:
SMILES	MmCpn inh	CCT chaperon mod	Nrf2 inh	Nrf2 activator	HepG2 tox	A549 tox	Akt phos inh	TGFb inhibitor	ATXN viability
CC(=O)N1CCCc2cc(S(=O)(=O)N(C)CC(=O)Nc3cccc(Cl)c3C)ccc21	/	/	/	-0.4%	-19.0%	-1.1%	/	-6.2%	?
Cc1cc2nc(NC(=O)C3(C)CCCN(C(C)C)C3)[nH]c2cc1C (stereo not drawn)	/	0.7	/	0.1%[9.22 µM]	-19.6%	/	i	1.6%	i
O=C(Cn1c(SCc2ccccc2F)nc2ccncc21)Nc1ccccc1C(F)(F)F	/	/	?	0.6%	-14.5%	-0.2%	/	?	i

Next part:
SMILES	MmCpn inh	CCT chaperon mod	Nrf2 inh	Nrf2 activator	HepG2 tox	A549 tox	Akt phos inh	TGFb inhibitor	ATXN viability
O=C(c1ccc(OC2CCN(Cc3ccc(C(F)(F)F)cc3)CC2)cc1)N1CCCCC1	3.5%	-1.5	-7.5%	-0.8%	-6.1%	0.6%	i	5.8%	i
CCOC(=O)CSc1nnc(-c2c[nH]c3ccccc23)n1CC	-9.3%	-1.0	12.2%	0.0%	-19.2%	-3.3%	i	0.8%	i
Cc1cc(C(=O)COC(=O)c2ccc(O)cc2)c(C)n1CCc1ccc(F)cc1	-6.6%	1.1	21.7%	4.3%	3.5%	0.4%	i	-8.1%	i
COc1cc(/C=C/C(=O)Nc2ccc(OC)c(S(=O)(=O)N3CCOCC3)c2)ccc1OCC#N	1.3%	0.0	9.2µM*	7.4%	-0.2%	2.1%	i	-4.4%	i
O=C(C1CC1)N1CCN(c2ccnc3cc(Cl)ccc23)CC1	-2.4%	0.0	?	-0.3%	-0.1%	-7.9%	i	?	i
Cc1c(OC(C)C(=O)NCCN2CCOCC2)ccc2c(-c3ccccc3)cc(=O)oc12 (stereo not drawn)	0.8%	-1.1	-27.9%	3.4%	-21.5%	1.3%	/	0.0%	i
Oc1ccc(N=Nc2nc(-c3ccccc3)c(-c3ccccc3)[nH]2)cc1	1.1%	-0.9	?	0.3%	-28.0%	?	i	-30.1%	11.2µM*
CN(C)c1ccc(C(=O)Nc2nc3c(s2)CCCC3)cc1	-5.6%	0.2	?	-2.0%	-5.1%	-7.2%	i	-19.3%	?
COC(=O)CN1C(=O)S/C(=C/c2ccc(N3CCCCC3)o2)C1=O	-0.6%	2.0	-7.7%	6.0%	-98.7%	/	i	189.7%[activator]	?

Assay outcomes from PubChem.
